PKA-R2B act: activators of PKA-R2B holoenzyme, primary screen, biochemical, fluorescence polarization, Cy5-IP20, human. 340,000 tested, 0.079% active. PKA-R2B holoenzyme dissociation; R2B truncated from residue 108, S112A mutant; 0% DMSO only, 100% 113 µM cGMP. AID 504700, 2011. activation, % at 11.4 µM;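 active = activation above a cutoff set at the mean over all compounds plus 3 SD, cut at about 18% in these data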;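 note: higher means more holoenzyme dissociation and a rise in polarization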
Target sequence (P31323 whole entry, looked up, other chains not shown, the tested form may be a part): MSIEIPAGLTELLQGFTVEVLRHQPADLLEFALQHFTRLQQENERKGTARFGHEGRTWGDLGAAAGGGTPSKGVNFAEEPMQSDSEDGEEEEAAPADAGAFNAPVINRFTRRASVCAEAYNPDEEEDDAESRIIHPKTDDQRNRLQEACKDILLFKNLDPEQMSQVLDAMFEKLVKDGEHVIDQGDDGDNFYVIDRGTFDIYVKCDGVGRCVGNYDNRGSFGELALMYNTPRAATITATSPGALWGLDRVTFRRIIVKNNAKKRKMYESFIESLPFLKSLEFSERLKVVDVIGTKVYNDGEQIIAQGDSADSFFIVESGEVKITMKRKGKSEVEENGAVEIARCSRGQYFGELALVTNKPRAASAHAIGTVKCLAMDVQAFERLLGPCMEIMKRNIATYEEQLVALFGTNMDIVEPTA
DAGLB inhibitor: DAGLB lipase inhibitors, primary screen, biochemical, fluorescence, HTS | HEK293T DAGLB membrane lysate, EnzChek fluorogenic substrate | 340,000 tested, 0.059% active | Diacylglycerol lipase-beta (Homo sapiens), Q8NCG7 | inhibition, % at 5.17 µM; in the data active = inhibition above about 34%;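 note: 0% = enzyme with vehicle and 100% = wells lacking enzyme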
RTF Ca sens act: cardiac RTF calcium sensitivity activators, primary screen, biochemical, IANBD-TnC fluorescence, EC20 calcium | IANBD-labeled TnC RTF fluorescence at EC20 calcium; 0% EC20 calcium, 100% full calcium | Troponin I, cardiac muscle (Homo sapiens) + Troponin T, cardiac muscle (Homo sapiens) + … | 340,000 tested, 0.24% active | activation, % at 7.2 µM;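 active = activation above the mean over all tested compounds plus 3 SD, cut at about 30% in these data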;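 note: rise in fluorescence read as greater calcium sensitivity of cardiac thin filaments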
CAL PDZ FP-1: CAL PDZ peptide-binding inhibitors, primary screen, biochemical, fluorescence polarization, Cer-tagged CAL PDZ, HTS | Golgi-associated PDZ and coiled-coil motif-containing protein (Homo sapiens), Q9HD26 | purified CAL PDZ, TMR-peptide fluorescence polarization, 1 h | inhibition, % at 20 µM | 330,000 tested, 0.02% active | AID 504414, 2011;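 active = highest replicate inhibition of at least 40%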;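 note: plate controls were DMSO neutral control wells for no effect and unlabeled competitor peptide control wells for full effect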
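System: tagged CAL PDZ domain. Schedule: 1 h room-temperature incubation prior to read. Signal: fluorescence polarization (mP). Measure: percent inhibition from loss of millipolarization.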
RTF Ca sens inh: cardiac RTF calcium sensitivity inhibitors, primary screen, biochemical, IANBD-TnC fluorescence, EC70 calcium | AID 493244, 2011 | inhibition, % at 7.15 µM | 340,000 tested, 0.12% active | Troponin I, cardiac muscle (Homo sapiens) + Troponin T, cardiac muscle (Homo sapiens) + … | IANBD-labeled cardiac RTF, Ca2+ fluorescence;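 active = inhibition above the mean inhibition of all tested compounds plus 3 SD, cut at about 17% in these data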;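 note: assay run at fixed EC70 calcium of 1.6 mM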
C-LANA FP: inhibitors of KSHV C-LANA binding to DNA, primary screen, biochemical, fluorescence polarization, FAM-LBS DNA, MBP-C-LANA, single point; Kaposi's sarcoma herpesvirus LANA C-terminal domain (residues 932-1162) DNA binding; inhibition, % at 9 µM; 340,000 tested, 0.078% active; AID 504423, 2011;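 active = highest replicate inhibition at or above 60% at 9 µM, even if other replicates fall short; inactive = all replicates below 60% inhibition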;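 note: 0% = neutral control wells and 100% = 4 µM acridine orange control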
Rtt109 HAT inh: inhibitors of C. albicans Rtt109/Vps75 HAT, primary screen, biochemical, ThioGlo CoA-SH fluorescence, plate reader | AID 540336, 2011 | inhibition, % at 34.9 µM | 330,000 tested, 0.16% active | purified Rtt109/Vps75, 4 h | Histone acetyltransferase RTT109 (Candida albicans (strain SC5314 / ATCC MYA-2876)), …;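 active = inhibition of at least 50% in every replicate; inconclusive = best replicate reaches 50% inhibition but some replicates fall short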
Target sequence (Q5AAJ8 whole entry, looked up): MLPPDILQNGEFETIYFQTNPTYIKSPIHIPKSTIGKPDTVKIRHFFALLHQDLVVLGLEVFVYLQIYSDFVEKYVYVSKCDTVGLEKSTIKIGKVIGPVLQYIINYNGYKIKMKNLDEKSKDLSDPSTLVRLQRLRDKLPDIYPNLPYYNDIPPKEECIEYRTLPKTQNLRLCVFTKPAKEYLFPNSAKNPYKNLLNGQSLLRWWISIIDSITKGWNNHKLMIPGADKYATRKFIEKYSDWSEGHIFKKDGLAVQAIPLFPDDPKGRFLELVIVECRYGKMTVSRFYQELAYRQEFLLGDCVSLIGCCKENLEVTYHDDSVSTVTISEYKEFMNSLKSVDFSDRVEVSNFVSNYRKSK
SR-BI DiI-HDL act: activators of SR-BI mediated DiI-HDL uptake, primary screen, ldlA[mSR-BI] CHO cells, DiI fluorescence; 320,000 tested, 0.096% active; activation, % at 12.5 µM; 3 h; 100 = double the neutral-control signal; AID 504775, 2011;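 active = mean replicate activation of at least 60% and every replicate at or above 60%; inconclusive = mean or all-replicate condition met, but not both; inactive = mean below 60% and not all replicates reaching 60%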;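 note: 0% = median plate neutral-control signal and 100% = twice that signal; values of inactives mirror those of a sister screen read the other way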
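Assay system: LDL receptor-deficient CHO ldlA cells overexpressing murine SR-BI / Medium: BSA-supplemented, HEPES-buffered Ham's F12, pH 7.4 / Probe or stimulus: DiI-labelled HDL at 10 µg/mL final / Timing: compound with DiI-HDL co-incubation, 3 h at 37 °C / Technique: bottom-read cell fluorescence after medium removal, ex 550/em 595 nm / Measure: HDL uptake via cellular fluorescence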
Keap1-Nrf2 PPI: Keap1-Nrf2 protein-protein interaction inhibitors, primary screen, biochemical, fluorescence polarization, single point. Kelch-like ECH-associated protein 1 (Homo sapiens), Q14145. Keap1 Kelch-Nrf2 peptide fluorescence polarization, 1536-well. inhibition, % at 9.4 µM. 340,000 tested, 0.15% active; in the data active = inhibition above about 12%; inconclusive = no clear call, values can overlap the other calls; inactive = below about 7.3%;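 note: human Keap1 Kelch domain with fluorescein labeled Nrf2 9mer peptide probe; 0% = neutral control wells and 100% = peptide positive control; higher means more block of Keap1 binding to Nrf2 peptide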
CAL PDZ FP-2: untagged CAL PDZ binding inhibitors, primary screen, biochemical, fluorescence polarization, HTS; Golgi-associated PDZ and coiled-coil motif-containing protein (Homo sapiens), Q9HD26; purified CAL PDZ, TMR-peptide fluorescence polarization, 1 h; inhibition, % at 24.9 µM; 300,000 tested, 0.92% active; AID 602252, 2012;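 active = mean inhibition of at least 30% with at least half of replicates also reaching 30%; inconclusive = no clear call, values can overlap the other calls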;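 note: 0% = DMSO neutral control and 100% = excess unlabeled competitor peptide PRC23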
* = called active by the depositor; i = inactive; ? = inconclusive; nt = not tested or not shown.

SMILES | PKA-R2B act | DAGLB inhibitor | RTF Ca sens act | CAL PDZ FP-1 | RTF Ca sens inh | C-LANA FP | Rtt109 HAT inh | SR-BI DiI-HDL act | Keap1-Nrf2 PPI | CAL PDZ FP-2
COc1cccc(C(=O)Nc2nnc(SCC(=O)Nc3ccc(NC(C)=O)cc3)s2)c1 | 5 | 0 | -1 | -1.8 | 0 | -0.9 | 0 | -8 | -3 | -4
CCn1c2ccc(F)cc2c2nc3ccccc3nc21 | 3 | -10 | -1 | -3.4 | -4 | -0.4 | -4 | -36 | -1 | -5
COc1ccccc1C(=O)NC(=O)COC(=O)CN1C(=O)NC2(CCCCC2C)C1=O (centres undefined) | -12 | 0 | 0 | -2.1 | -10 | 0.8 | -4 | 13 | 1 | -2
COC(=O)CCCCC1SCC(NC(=O)c2ccccc2)C1=O (centres undefined) | 0 | -1 | -1 | -1.8 | -5 | 1.0 | nt | -7 | 2 | -1
Cc1ccc(N2C(=O)CS(=O)C(c3ccccc3)C2=O)cc1C (centres undefined) | -3 | 1 | 1 | -5.4 | -9 | -0.3 | ? | -1 | -41 | 16
Cc1ccc(NC(=S)Nc2cccc3ccccc23)cc1 | -2 | -3 | -1 | -3.5 | -4 | 0.9 | 2 | -14 | -7 | -1
CCOc1ccc2oc(C(=O)OCC(=O)N3C(C)CCCC3C)c(C)c2c1 (centres undefined) | -10 | -8 | 2 | -2.3 | -3 | 0.1 | -3 | -10 | 1 | -6
Cc1c2cnn(CC(=O)NCc3ccccn3)c(=O)c2c(C)n1Cc1ccc(Cl)cc1 | 1 | -1 | 3 | -2.0 | -3 | -0.5 | 0 | -7 | 0 | -3
CCOc1ccc(-c2nc(N)ncc2-c2ccccc2)c(O)c1 | -12 | 1 | -1 | -1.7 | 6 | -0.2 | 3 | -50 | 1 | -3
CC(=O)c1cccc(OC(=O)C2=CC=CN3CCS(=O)(=O)N=C23)c1 | 2 | 3 | -6 | -0.9 | -4 | -2.1 | -18 | 23 | -5 | nt
COC(=O)c1cc(S(=O)(=O)NCC2CCN(Cc3ccccc3F)CC2)c[nH]1 | 6 | 2 | -5 | -1.3 | -6 | 0.4 | -8 | 11 | -4 | nt
COc1ccccc1NC(=O)c1ccc(-n2cccn2)nc1 | 4 | -3 | -1 | 0.5 | -7 | -0.6 | -13 | 1 | -1 | 7
O=C(CN1C(=O)c2ccccc2S1(=O)=O)NCCSC1CCCCC1 | 3 | 1 | -5 | -1.1 | 2 | 1.3 | 6 | 1 | -7 | nt
CC(=O)NS(=O)(=O)c1ccc(NC(=O)/C=C/c2ccccc2)cc1 | -5 | 0 | 1 | -0.9 | -5 | -1.2 | -7 | 26 | -3 | 0
CCC1CCCCN1C(=O)COC(=O)CSc1ccc(C(N)=O)cc1[N+](=O)[O-] (centres undefined) | -1 | 1 | 4 | 0.0 | -12 | -1.1 | -5 | -16 | -3 | 0
CC(Oc1ccc(F)cc1)C(=O)Nc1ccccc1C(=O)NC1CC1 (centres undefined) | -11 | 1 | 7 | -2.4 | -6 | -1.1 | -11 | 14 | -1 | 5
Cc1nnc(N2CCC(C(=O)NC3CCC(C)CC3)CC2)c2nn(-c3ccc(Cl)cc3)c(C)c12 (centres undefined) | -5 | 4 | -2 | -0.9 | 2 | -0.6 | 2 | -88 | -6 | 10
CN(C)c1nc(SCC(=O)Nc2ccc(Cl)c(Cl)c2)nc(N2CCOCC2)n1 | 2 | -3 | 1 | 0.1 | -9 | -0.6 | 0 | -22 | -4 | -5
COc1ccc(CCNC2CCN(C)CC2)cc1OC | -7 | 1 | 8 | nt | -4 | 0.5 | -11 | 16 | 4 | 1
Cc1cc(C)n(-c2nc3c(c(=O)n(C)c(=O)n3C)n2Cc2cccc(Br)c2)n1 | -1 | 3 | 4 | -0.8 | -13 | -0.4 | -8 | nt | -1 | -6
CSc1c(CC(=O)NCCCO)n(Cc2ccccc2)c2ccccc12 | -2 | 1 | 3 | 0.2 | -4 | 0.2 | 17 | 0 | 1 | -4
COc1ccc(Br)cc1CNC(=O)C1CCN(c2nnc(N3CCCC3=O)s2)CC1 | -3 | -2 | -1 | -0.9 | -16 | -0.8 | 5 | -32 | -2 | 4
Cc1cc(=O)[nH]c(N2CCN(c3ccc(Cl)cc3)CC2)n1 | 2 | 1 | -5 | 1.4 | -1 | 0.4 | 3 | 5 | 1 | 2
CCN(c1ccc(NC(=O)CSc2ccc3c(c2)OCCO3)cc1)C(C)C | -9 | -7 | -9 | 0.3 | 2 | -0.8 | 0 | -6 | -1 | -3
Cc1ccc(-c2noc(CCC(=O)Nc3ccccc3C)n2)cc1 | 0 | -6 | 3 | -0.6 | -5 | -1.0 | 1 | -20 | -3 | -3
COc1ccc(CC(NC(C)=O)C(=O)NC2CCN(S(=O)(=O)c3ccc(NC(C)=O)cc3)CC2)cc1 (centres undefined) | 3 | -2 | -4 | -3.0 | 3 | -0.3 | 0 | 11 | -6 | 6
CC(C)CCNC(=O)c1onc(CSc2ccccc2)c1C(=O)NCCC(C)C | -4 | -23 | 1 | -1.3 | 12 | 0.9 | -1 | 16 | 5 | -5
COc1cc(/C=C/C(=O)CC(=O)/C=C/c2ccc(O)c(OC)c2)ccc1O | 4 | -18 | 57* | -4.0 | -63 | -9.0 | 5 | -10 | -45 | -3
O=C(NC(c1ccccc1)c1ccccc1)N1CCOCC1 | 3 | 0 | 6 | -7.1 | -2 | 2.4 | -2 | 11 | -2 | -6
Cc1ccc(S(=O)(=O)NCCNC(=O)CN2CCOCC2)cc1 | -1 | -3 | -4 | -2.4 | 1 | 0.6 | 5 | nt | -5 | 1
CCOC(=O)C(=CNc1nc(-c2ccccc2)c(C(=O)Nc2ccc(-c3ccccc3)cc2)s1)C(=O)OCC | -1 | -1 | 3 | 0.0 | -5 | -0.6 | -5 | -4 | -1 | nt
CC/C(=N\NC(=O)C1CC1)c1cccc(Cl)c1 | 4 | -3 | 5 | -1.0 | -2 | -1.0 | -9 | 10 | -4 | nt
Cc1ccc(S(=O)(=O)c2c(N)n(C)c3nc4ccccc4nc23)cc1 | 0 | -1 | -3 | -3.5 | -8 | -0.1 | i | 31 | 1 | -14
Brc1ccc(CNc2ccc3ncccc3c2)cc1 | 8 | -3 | 6 | -0.6 | 2 | 0.2 | -5 | -21 | 3 | -3
Cc1ccccc1NCc1nnc2n1CCCCC2 | -12 | 3 | -5 | -2.1 | 6 | 1.2 | nt | 15 | 1 | -1
CN(C)CC/C=C1/c2cc(F)ccc2CSc2ccc(F)cc21 | 0 | 2 | -4 | -0.6 | -14 | -0.5 | -5 | -18 | 0 | 0
CCn1cc(/C=C(\NC(=O)c2ccc(C)cc2)C(=O)NCCN2CCOCC2)c2ccccc21 | -7 | 1 | -1 | -2.0 | -13 | -1.3 | 4 | -20 | -8 | 1
Cc1nc(NC(=O)c2ccccc2O)sc1C | -4 | 0 | 2 | nt | 0 | 0.9 | -1 | 16 | 0 | -9
COc1cc(NC(=O)c2cccc(NC3=NC4CS(=O)(=O)CC4S3)c2)cc(OC)c1OC (centres undefined) | 13 | 6 | 5 | -0.1 | -12 | -0.9 | -2 | 23 | 2 | -2
COc1ccc(NCc2nnc(SCC(=O)Nc3cc(C(F)(F)F)ccc3Cl)o2)cc1 | 4 | 2 | 0 | -1.9 | 2 | 1.3 | -2 | -10 | 2 | -3
N#Cc1sc(NCc2ccccc2)nc1Cl | 3 | 0 | 6 | -4.2 | 1 | 0.4 | -3 | 2 | -3 | -3
Cc1oc(-c2ccccc2)cc1C(=O)NCc1ccncc1 | 7 | 0 | 2 | -1.0 | 0 | 25 | 3 | -14 | -4 | nt
Cc1ccc(Nc2nc3c([nH]2)c(=O)n(C)c(=O)n3C)cc1 | -5 | -3 | 5 | -1.9 | 2 | 0.6 | 8 | 20 | -2 | nt
CC(=O)C[C@H]1c2cc(C(F)(F)F)ccc2S(=O)(=O)N1Cc1ccccc1 | 4 | 2 | 2 | 0.1 | -3 | 0.8 | 3 | -1 | -7 | -1
COC(=O)c1ccc(NC(=O)Cn2nnc3ccccc32)cc1 | -9 | -1 | -2 | 0.3 | -5 | -3.7 | 2 | -10 | 0 | -2

Sorted by the number under Keap1-Nrf2 PPI (falling): some entries from above.
SMILES	Keap1-Nrf2 PPI
COc1ccc(NCc2nnc(SCC(=O)Nc3cc(C(F)(F)F)ccc3Cl)o2)cc1	2
CN(C)CC/C=C1/c2cc(F)ccc2CSc2ccc(F)cc21	0
Cc1ccc(Nc2nc3c([nH]2)c(=O)n(C)c(=O)n3C)cc1	-2

More records:
SMILES | PKA-R2B act | DAGLB inhibitor | RTF Ca sens act | CAL PDZ FP-1 | RTF Ca sens inh | C-LANA FP | Rtt109 HAT inh | SR-BI DiI-HDL act | Keap1-Nrf2 PPI | CAL PDZ FP-2
O=S(=O)(c1cccc2nsnc12)N1CCN(Cc2ccccc2)CC1 | 0 | -4 | -8 | 0.7 | -4 | 0.0 | 0 | 4 | 6 | -1
CCCc1nnc(NC(=O)C2CC(=O)N(CCc3ccc(F)cc3)C2)s1 (centres undefined) | -1 | 0 | -3 | -2.5 | 0 | -0.7 | 9 | nt | -5 | -4
O=C(CCN1CCCCCC1)Nc1ccc2c(c1)OCCO2 | 2 | 1 | -22 | -1.2 | -9 | 0.5 | 0 | 26 | 2 | -4
Cc1cccn2c(=O)c(/C=N/O)c(N3CCCCC3)nc12 | -6 | -2 | 1 | -1.0 | -14 | -1.9 | -13 | -17 | 1 | -1
COc1ccc(S(=O)(=O)N2CCN=C2SCc2cccc(F)c2)cc1 | -2 | -4 | -2 | -2.5 | -2 | 0.5 | 5 | -13 | -6 | 3
Cc1c(C(=O)Nc2ccc(Br)cc2)cnn1C | 0 | -3 | 3 | -0.4 | -2 | -0.1 | -9 | 12 | -6 | nt
